# SNCA expr inhib: inhibitors of alpha-synuclein (SNCA) gene expression; HEK-293 SNCA-luciferase knock-in, luminescence, 24 h; 0.17% of 140,000 active; Potency, µM (doses to about 57.2 µM), without a hit: at the highest dose activity change, negative = inhibition, usual class: inhibitors;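 also: potency is read from the fitted curve at half-maximal effect; plate controls were DMSO cells for no effect and cell-free wells for full effect; nearly all actives have a fitted effect of over 45% in size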
# HEK293 tox: kills HEK 293 cells; HEK 293 viability, ATP luminescence (CellTiter-Glo), 48-72 h; Potency, µM (series often up to 115 µM), without a hit: top-dose activity change, negative = cytotoxicity, actives largely listed as inhibitors; 6.6% of 94,000 active; also: potency is read from the fitted curve at half-maximal effect; nearly all actives have a fitted effect of over 60% in size
#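 Pintool-delivered compounds were incubated with HEK 293 cells (250 cells/well) at 37 degree Celsius for 48 or 72 hr. ATP-dependent luminescence (CellTiter-Glo) then reported remaining viable cells.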
# IP6K1 inh: blocks human inositol hexakisphosphate kinase 1; activity change, % (series mostly up to about 58 µM); AID 1645851; IP6K1 kinase, ADP-Glo luminescence, 2 h; stronger effect = lower value; Q92551; 0.81% of 140,000 active; in the data active = activity change below about -25%
#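 ADP-Glo luminescence measures ADP made by human IP6K1 during a 2 h RT reaction with ATP/IP6 (mix at 1.3 mM/130 uM); top library doses 57.5 and 19.1 uM final.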
# GPT2 inhibitor: blocks human glutamate pyruvate transaminase 2; Q8TD30; Recombinant GPT2, coupled pyruvate oxidase/HRP Amplex Red fluorescence; Potency, µM (highest dose often 57.7 µM), without a hit: at the highest dose activity change, negative = inhibition, usual class: inhibitors; 0.25% of 100,000 active; AID 1671188; also: potency is read from the fitted curve at half-maximal effect; nearly all actives have a fitted effect of over 60% in size; many of its hits are not listed in these tables
# Target sequence (Q8TD30 whole entry, looked up): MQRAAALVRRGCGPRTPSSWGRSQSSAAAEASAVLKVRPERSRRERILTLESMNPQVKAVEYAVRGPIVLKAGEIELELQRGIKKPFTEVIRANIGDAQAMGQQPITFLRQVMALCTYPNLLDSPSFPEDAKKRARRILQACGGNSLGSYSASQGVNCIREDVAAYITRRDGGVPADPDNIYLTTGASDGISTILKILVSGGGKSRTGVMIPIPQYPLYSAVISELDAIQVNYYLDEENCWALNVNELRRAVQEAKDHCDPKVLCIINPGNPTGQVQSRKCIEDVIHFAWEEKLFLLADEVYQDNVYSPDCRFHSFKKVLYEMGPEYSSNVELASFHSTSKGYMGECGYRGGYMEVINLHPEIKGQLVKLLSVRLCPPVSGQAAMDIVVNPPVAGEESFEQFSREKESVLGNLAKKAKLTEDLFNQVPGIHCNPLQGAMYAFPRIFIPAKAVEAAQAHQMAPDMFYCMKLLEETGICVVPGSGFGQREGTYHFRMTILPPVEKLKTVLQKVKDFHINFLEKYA
#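 Recombinant GPT2 (10ng/uL) with 250uM a-KG and 2mM L-alanine, 30 min at room temperature, in HEPES pH 7.5 buffer. Pyruvate detected by pyruvate oxidase/HRP/Amplex Red fluorescence after 30 min in the dark; AOA (50uM) as positive control.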
# FLuc inh: Photinus pyralis luciferase inhibition; P08659; purified P. pyralis luciferase, luminescence, biochemical; Potency, µM (titrated, usually from 115 µM), inactives show at the top dose activity change, negative = inhibition, hits mostly inhibitors; 2.5% of 76,000 active; also: potency is read from the fitted curve at half-maximal effect; nearly all actives have a fitted effect of over 65% in size
# Target sequence (P08659 whole entry, looked up): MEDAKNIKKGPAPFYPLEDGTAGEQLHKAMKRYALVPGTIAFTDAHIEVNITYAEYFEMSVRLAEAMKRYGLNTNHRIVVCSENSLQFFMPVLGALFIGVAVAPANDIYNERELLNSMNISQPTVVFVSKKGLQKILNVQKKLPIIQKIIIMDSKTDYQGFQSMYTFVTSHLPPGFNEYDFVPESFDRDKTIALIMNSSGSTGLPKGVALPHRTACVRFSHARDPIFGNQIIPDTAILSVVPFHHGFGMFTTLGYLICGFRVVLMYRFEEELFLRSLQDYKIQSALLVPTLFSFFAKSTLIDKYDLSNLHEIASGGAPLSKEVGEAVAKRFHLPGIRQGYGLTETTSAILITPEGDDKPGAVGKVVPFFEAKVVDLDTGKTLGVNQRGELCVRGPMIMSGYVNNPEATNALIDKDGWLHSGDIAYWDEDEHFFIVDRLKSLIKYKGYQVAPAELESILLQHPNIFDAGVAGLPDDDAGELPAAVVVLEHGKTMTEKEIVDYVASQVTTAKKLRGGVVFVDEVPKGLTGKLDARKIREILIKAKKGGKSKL
#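 Inhibitors were tested against purified firefly luciferase in a biochemical, low-substrate format (both substrates at 10uM) and luminescence measured with a CCD imager.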
# NIH3T3 tox: kills NIH 3T3 cells. AID 1345082. 4.3% of 94,000 active. Potency, µM (highest dose often 96.7 µM), without a hit: top-dose activity change, negative = cytotoxicity, actives largely listed as inhibitors. NIH 3T3 viability, CellTiter-Glo ATP luminescence, 48-72 h; also: potency is read from the fitted curve at half-maximal effect; nearly all actives have a fitted effect of over 55% in size
#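 First NIH 3T3 cells are plated at 400 cells/well; next compound is pinned in; then plates incubate 48 or 72 hr at 37 °C; finally CellTiter-Glo is added and luminescence read after 10 min.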
# HEK293 viab: cell viability loss counter-screen; HEK-293-SNCA-luc viability, GF-AFC fluorescence, 24 h; Potency, µM (doses to about 57.1 µM), for inactives: at the highest dose activity change, negative = cytotoxicity, actives largely listed as cytotoxic; 0.12% of 150,000 active;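 also: potency is read from the fitted curve at half-maximal effect; 0% = DMSO-treated cells and -100% = medium-only wells without cells; nearly all actives have a fitted effect of over 30% in size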
#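 Cytotoxicity counterscreen: after 24 h compound treatment of genome-edited SNCA-luciferase HEK-293 cells, live-cell protease substrate GF-AFC read by fluorescence after 30 min; activity scaled between DMSO (0%) and medium-only (-100%), curves Hill-fitted.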
# Starred values were filed as active, the others as inactive; i = inactive; ? = inconclusive; · = no result given; [ ] = dose if it differs, or a comment. Unless noted, calls follow the shape of the dose curve; as a rule, active = well fitted curve in the direction sought with a large enough effect; inconclusive = small, poorly fitted or top-dose-only effect, or another doubt; inactive = no such curve, though single readings can be large; an effect the other way counts as inactive or inconclusive. Unless noted, % is scaled to controls: 0 for no effect and ±100 for the full control effect.
structure	SNCA expr inhib	HEK293 tox	IP6K1 inh	GPT2 inhibitor	FLuc inh	NIH3T3 tox	HEK293 viab
COc1ccc(CN(C(=O)c2cc3ccccc3oc2=O)C2CCS(=O)(=O)C2)cc1 (configuration not stated)	8.2%	·	5.9	·	·	·	-7.6%
CC1CCC2(CC1)NC(=O)N(CC(=O)Nc1cccc(C#N)c1)C2=O (configuration not stated)	-10.9%	-25.1%	-11.2	-0.9%	-9.2%	-26.9%	-2.6%
C[C@@H]1O[C@@H](O[C@H]2[C@@H]3C=CO[C@@H](O[C@@H]4O[C@H](CO)[C@@H](O)[C@H](O)[C@H]4O)[C@@H]3[C@@]3(CO)O[C@@H]23)[C@H](OC(=O)/C=C/c2ccc(O)cc2)[C@H](O)[C@H]1O	·	·	14.8	-9.9%[17.1 µM]	·	·	-13.1%[23.9 µM]
C=C(C)C1CC2(CO)C(=CC1=O)CCC(O)C2C (configuration not stated)	·	·	28.1	i	·	·	-16.4%
CNC(=O)c1ccccc1Nc1nc(Nc2ccc(N3CCNCC3)cc2)ncc1Cl	·	·	-20.3	-2.6%	·	·	-39.3%
Cc1ccc(C(=O)Nc2ccc(NC(=O)CCCn3cncn3)cc2)o1	2.9%	-5.2%	20.7	-8.6%	-3.8%	i	4.5%
CNC(=O)[C@H]1C[C@H](Oc2cccnc2)CN1C(=O)NCC(C)C	-5.5%	i	20.2	i	-4.1%	0.2%	2.2%
CSc1ccc(Nc2ncncc2-c2nc(-c3ccccc3)no2)cc1	6.1%	3.1%	-10.4	i	5.6%	-9.5%	6.2%
CCN(CCNC(=O)c1cc2c(s1)CN(C1CC1)C2)c1cccc(C)c1	1.7%	?	22.0	i	-24.3%	?	-7.7%
Cc1ccc(Nc2ccnc(N3CCCN(C(=O)C4CCCC4)C3)n2)cc1	-6.3%	12.6µM*	-11.0	-12.3%	·	?	-4.1%[12.5 µM]
CN1C[C@@H](NC(=O)Nc2ccc(Cl)cc2)C[C@H]1c1nc(-c2ccc(F)cc2)no1	-1.1%[87.6 µM]	31.6µM*	-1.3	-4.3%[88.5 µM]	5.6%[172 µM]	?	?
Cc1ccc(CNC(=O)c2ccc(CN3C(=O)NC4(CCOCC4)C3=O)cc2)cc1	-7.5%	-5.1%	-0.1	-3.4%	-29.4%	-1.4%	8.8%
CC(C)(C#N)c1cc(Cn2cncn2)cc(C(C)(C)C#N)c1	7.9%	·	-4.9	-5.0%	·	·	-1.2%
Cc1nc2ccc(C(=O)N3CCC4(CC3)CC(=O)c3c(cnn3C(C)C)C4)cc2[nH]1	-5.6%	·	·	i	·	·	-10.8%
COCCn1c(C)cnc1CCNS(=O)(=O)c1ccc2c(c1)CCC2	10.8%	?	8.1	i	·	-34.3%	8.8%
CS(=O)(=O)NC1CCN(Cc2cc(=O)c3cc(C(N)=O)ccc3[nH]2)CC1	-11.6%	-0.4%	17.7	1.2%	10.6%	0.6%	1.8%
O=C(Nc1nn(Cc2ccccc2)c2cccc(N3CCOCC3)c12)C1CCC1	-22.8%	?	-3.6	i[11.5 µM]	3.6%	-20.3%	0.3%
O=C1N(Cc2ccc(F)cc2)C[C@H]2CN(Cc3ccncc3F)CCN12	?	?	-5.9	4.4%[88.5 µM]	-12.8%[172 µM]	?	1.8%[87.6 µM]
Cc1ccc(N2CC(c3nnc(Cc4ccc(F)cc4)o3)CC2=O)cc1 (configuration not stated)	6.5%	·	-5.6	·	·	·	1.8%
Cc1nn(-c2ccccc2)c2c1C(C1CC1)N(CC1CN(C(=O)Nc3ccccc3)C1)C2=O (configuration not stated)	·	?	5.3	·	·	-38.4%	·
O=C(CCc1nnc(CCc2c[nH]c3ccccc23)o1)N1CCCC1c1nccs1 (configuration not stated)	16.0%	-12.3%	13.8	?	-12.9%	?	0.9%
CCNC(=O)O[C@@H]1CO[C@H]2[C@@H]1OC[C@@H]2NC(=S)Nc1ccccc1	30.8%[activator][87.6 µM]	-19.2%[172 µM]	17.0	i	-0.9%[172 µM]	-8.1%[174 µM]	1.5%[87.6 µM]
NCCCC(=O)N1CCC2(CC1)CN(C(=O)c1ccc(Cl)cc1)CCO2	6.2%	3.4%	-2.5	-3.1%	·	31.6µM*	1.4%
Cc1ccc2cccc(NC(=O)COc3ccccc3Cl)c2n1	33.6%[activator]	·	-3.8	·	·	·	14.0%
CCn1c(SCc2ccccc2Cl)nc(=O)c2c(C(=O)OC)cc(C3CC3)nc21	-3.8%	·	13.3	·	·	·	-6.1%
CCCc1[nH]nc2c1C(c1cc(Cl)cc(Cl)c1O)C(C#N)=C(N)O2 (configuration not stated)	·	·	-22.7	?	·	·	-18.3%
Cc1ccc(C2(O)CCN(C(=O)c3ccccc3-c3nn[nH]n3)CC2)nc1	-8.3%	-18.7%	7.9	0.0%	1.9%	-6.3%	3.7%
Cc1ccc(-c2cc(C(F)(F)F)n3nc(C(=O)Nc4ccc(Cl)c(C(F)(F)F)c4)cc3n2)cc1	2.5%	·	-7.0	·	·	·	4.3%
CCNC(=O)[C@@H]1C[C@H](N)CN1S(=O)(=O)c1ccc2ccccc2c1	1.7%	1.4%	24.1	1.5%	-0.2%	-10.9%	-0.8%
O=C(NCc1ccnc2[nH]ccc12)c1cccc2[nH]ccc12	102.5%[activator][87.6 µM]	?	15.6	i	?	-32.9%[138 µM]	8.0%[87.6 µM]
Cc1nc(C2CCN(C(=O)[C@@H](N)[C@@H](C)O)CC2)cc(N2CCOCC2)n1	8.0%	i	-4.4	-1.0%	-3.4%	0.7%	?
CC(C)c1ccc(C#N)c(N2CC[C@H](N3CCOCC3)[C@H](CCCO)C2)n1	-15.7%	-10.5%	2.9	2.2%	5.5%	?	-5.9%
Cc1cccc(C(=O)Nc2ccc3nc(SCC(=O)N4CCCC4)sc3c2)c1	27.0%	·	24.7	·	·	·	?
CCCCC(=O)OC1=C(C(=O)c2ccccc2)N(C)S(=O)(=O)c2ccccc21	?	·	-4.4	·	·	·	-26.4%
COc1ccccc1-c1cc(-c2ccsc2)c2onc(C)c2n1	-1.0%[87.6 µM]	?	-9.5	?	10.7%[172 µM]	?	3.8%[87.6 µM]
O=C(NC1CCN(c2cc(-c3ccccc3)[nH]n2)CC1)C1CCCCC1	8.8%	0.1%	21.0	-12.7%	-6.4%	-14.9%	12.0%
Cc1cccc(C(=O)N2CCCC(c3nnnn3-c3ccccc3)C2)c1 (configuration not stated)	-3.1%	?	-4.9	i	·	-44.0%	6.1%
COc1ccc(N2C(=O)C3(CCCCC3)C2C(=O)N2CCN(c3ccccn3)CC2)cc1 (configuration not stated)	-2.7%	0.4%	-11.9	i	3.6%	i	-15.0%
NCCC(=O)N1CCC2(CC1)CN(C(=O)Cc1ccc(Cl)cc1)CCO2	-0.5%	0.4%	-3.6	-10.2%	·	i	-6.0%
O=C(Nc1ccccc1Cl)N1CCC(n2cc(C3CCCC3)nn2)CC1	27.6%	?	7.7	-40.2%	-0.7%	-26.0%	-5.7%
O=C([C@H]1C[C@H](Oc2ccccc2)CN1C(=O)NCc1ccc(F)cc1)N1CCOCC1	-1.2%	3.6%	15.9	1.2%	-0.8%	-19.7%	2.7%
Cc1ccc(Cl)cc1N1CCN(C(=O)CCCn2c(=O)[nH]c3ccc(Br)cc3c2=O)CC1	?	·	3.7	·	·	·	-25.6%
CN1CC(=O)N(C2CCCNCC2)Cc2c1ncnc2N1CCN(c2ccccn2)CC1 (configuration not stated)	0.5%	i	1.0	-6.1%	·	i	-6.4%
COc1cccc(C(=O)NCCC2CCN(C(=O)Nc3cccc(F)c3)CC2)c1	80.0%[activator]	-23.1%	-1.3	-17.4%	-17.8%	?	0.3%
c1ccc(CO[C@H]2COCCN(c3nc4ccccc4o3)C2)cc1	2.7%[87.6 µM]	-23.9%[172 µM]	4.1	0.3%[88.5 µM]	-5.0%[172 µM]	-8.5%[138 µM]	5.0%[87.6 µM]
Cc1ccc(C(=O)N2CCC3(CC2)NC(=O)N(c2ccccc2Cl)N3)c(C)c1	-20.1%	?	-8.2	?	6.1%	?	3.6%
O=C(Nc1cccc(-c2nnc3n2CCCC3)c1)c1ccco1	17.2%	12.7%	-7.2	-4.3%	0.5%	-9.5%	-6.6%
Cc1cccc(C(=O)N2CCCCCCNC(=O)[C@@H]3C[C@@H](c4nc(-c5cnccn5)no4)C[C@@H]32)c1	16.8%	-20.2%	5.4	-2.0%	-3.3%	-11.3%	-6.7%

# In the list so far, 11 contain a Cl atom:
structure	SNCA expr inhib	HEK293 tox	IP6K1 inh	GPT2 inhibitor	FLuc inh	NIH3T3 tox	HEK293 viab
CNC(=O)c1ccccc1Nc1nc(Nc2ccc(N3CCNCC3)cc2)ncc1Cl	·	·	-20.3	-2.6%	·	·	-39.3%
CN1C[C@@H](NC(=O)Nc2ccc(Cl)cc2)C[C@H]1c1nc(-c2ccc(F)cc2)no1	-1.1%[87.6 µM]	31.6µM*	-1.3	-4.3%[88.5 µM]	5.6%[172 µM]	?	?
NCCCC(=O)N1CCC2(CC1)CN(C(=O)c1ccc(Cl)cc1)CCO2	6.2%	3.4%	-2.5	-3.1%	·	31.6µM*	1.4%
Cc1ccc2cccc(NC(=O)COc3ccccc3Cl)c2n1	33.6%[activator]	·	-3.8	·	·	·	14.0%
CCn1c(SCc2ccccc2Cl)nc(=O)c2c(C(=O)OC)cc(C3CC3)nc21	-3.8%	·	13.3	·	·	·	-6.1%
CCCc1[nH]nc2c1C(c1cc(Cl)cc(Cl)c1O)C(C#N)=C(N)O2 (configuration not stated)	·	·	-22.7	?	·	·	-18.3%
Cc1ccc(-c2cc(C(F)(F)F)n3nc(C(=O)Nc4ccc(Cl)c(C(F)(F)F)c4)cc3n2)cc1	2.5%	·	-7.0	·	·	·	4.3%
NCCC(=O)N1CCC2(CC1)CN(C(=O)Cc1ccc(Cl)cc1)CCO2	-0.5%	0.4%	-3.6	-10.2%	·	i	-6.0%
O=C(Nc1ccccc1Cl)N1CCC(n2cc(C3CCCC3)nn2)CC1	27.6%	?	7.7	-40.2%	-0.7%	-26.0%	-5.7%
Cc1ccc(Cl)cc1N1CCN(C(=O)CCCn2c(=O)[nH]c3ccc(Br)cc3c2=O)CC1	?	·	3.7	·	·	·	-25.6%
Cc1ccc(C(=O)N2CCC3(CC2)NC(=O)N(c2ccccc2Cl)N3)c(C)c1	-20.1%	?	-8.2	?	6.1%	?	3.6%
